# Screening data: PubChem BioAssay, several laboratories
# PKA-R2B activ: activators of PKA-R2B holoenzyme, primary screen, biochemical, fluorescence polarization, Cy5-IP20, human | cAMP-dependent protein kinase catalytic subunit beta (Homo sapiens) + cAMP-dependent … | PKA-R2B holoenzyme dissociation; R2B truncated from residue 108, S112A mutant; 0% DMSO only, 100% 113 µM cGMP | activation, % at 11.4 µM | 340,000 tested, 0.079% active | AID 504700, 2011;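 active = activation above a cutoff set at the mean over all compounds plus 3 SD, cut at about 18% in these data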;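 also: higher means more holoenzyme dissociation and a rise in polarization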
# Target sequence (P31323 whole entry, looked up, other chains not shown, the tested form may be a part): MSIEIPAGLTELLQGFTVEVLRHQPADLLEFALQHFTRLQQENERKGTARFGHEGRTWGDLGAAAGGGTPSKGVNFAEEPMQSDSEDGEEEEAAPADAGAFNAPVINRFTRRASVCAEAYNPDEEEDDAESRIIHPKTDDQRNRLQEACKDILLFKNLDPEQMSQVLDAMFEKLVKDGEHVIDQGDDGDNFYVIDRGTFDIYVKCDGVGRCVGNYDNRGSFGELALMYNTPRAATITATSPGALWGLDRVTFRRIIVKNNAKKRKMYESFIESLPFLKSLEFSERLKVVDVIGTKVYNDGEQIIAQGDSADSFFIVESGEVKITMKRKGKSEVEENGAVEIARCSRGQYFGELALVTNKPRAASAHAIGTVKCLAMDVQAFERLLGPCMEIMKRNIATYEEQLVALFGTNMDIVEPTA
# Arrestin-AP2 inh: inhibitors of beta-arrestin/AP2 binding, primary screen, biochemical, GPCR trafficking, flow cytometry; 340,000 tested, 0.31% active; beta-arrestin 1 C-terminal peptide binding to AP2 beta2-adaptin appendage (human); inhibition, % at 10 µM; FITC-arrestin peptide / GST-AP2 beads; AP2 beta2 appendage carries R879A mutation;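 active = inhibition above a set limit, near 3 SD of compounds lacking own fluorescence, cut at about 54% in these data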;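 also: plate controls were DMSO wells for no effect and 5 µM unlabelled arrestin peptide for full effect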
#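 System: GST-AP2 R879A glutathione beads. Medium: PBS with 0.05% Tween 20 and 0.1% BSA. Also added: FITC-arrestin peptide, 50 nM. Incubation: 12 min plus 1 h, RT. Measured by: high-throughput flow cytometry of beads, ex 488, em 535 nm. Evaluation: percent drop in bead-associated FITC signal.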
# NSD2 HMT inh: NSD2 histone methyltransferase inhibitors, primary screen, biochemical, AlphaScreen, single concentration, set 2. NSD2 peptide methylation, 120 min. inhibition, % at 12.5 µM. 310,000 tested, 0.54% active. AID 743445, 2014; in the data active = inhibition above about 50%
# PvdQ inh: P. aeruginosa PvdQ acylase inhibitors, primary screen, biochemical, fluorescence, plate reader and imaging, single point; inhibition, % at 10 µM; PvdQ acylase [Pseudomonas aeruginosa LESB58]; purified PvdQ acylase; 340,000 tested, 0.063% active; AID 488965, 2010; in the data active = inhibition above about 30%, passing the limit was not always enough;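 also: 0% = vehicle neutral wells and 100% = reference inhibitor wells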
# SR-BI HDL uptake: inhibitors of SR-BI mediated HDL lipid uptake, primary screen, ldlA[mSR-BI] cells, fluorescence, single point. Scavenger receptor class B member 1 (Mus musculus), Q61009. ldlA[mSR-BI] CHO cells, DiI-HDL uptake fluorescence, 3 h. inhibition, % at 12.5 µM. 320,000 tested, 0.96% active. AID 488896, 2010;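 active = mean replicate inhibition of at least 70% and a set share of replicates each scoring 70 or more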;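 also: 0% = median of neutral control wells and 100% = median of positive control wells; values of inactives mirror those of a sister screen read the other way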
# C-LANA FP: inhibitors of KSHV C-LANA binding to DNA, primary screen, biochemical, fluorescence polarization, FAM-LBS DNA, MBP-C-LANA, single point; Kaposi's sarcoma herpesvirus LANA C-terminal domain (residues 932-1162) DNA binding; inhibition, % at 9 µM; 340,000 tested, 0.078% active; AID 504423, 2011;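 active = highest replicate inhibition at or above 60% at 9 µM, even if other replicates fall short; inactive = all replicates below 60% inhibition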;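 also: 0% = neutral control wells and 100% = 4 µM acridine orange control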
# DAGLB inh: DAGLB lipase inhibitors, primary screen, biochemical, fluorescence, HTS; HEK293T DAGLB membrane lysate, EnzChek fluorogenic substrate; Diacylglycerol lipase-beta (Homo sapiens), Q8NCG7; 340,000 tested, 0.059% active; inhibition, % at 5.17 µM; AID 504411, 2011; in the data active = inhibition above about 34%;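 also: 0% = enzyme with vehicle and 100% = wells lacking enzyme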
# Target sequence (Q8NCG7 whole entry, looked up): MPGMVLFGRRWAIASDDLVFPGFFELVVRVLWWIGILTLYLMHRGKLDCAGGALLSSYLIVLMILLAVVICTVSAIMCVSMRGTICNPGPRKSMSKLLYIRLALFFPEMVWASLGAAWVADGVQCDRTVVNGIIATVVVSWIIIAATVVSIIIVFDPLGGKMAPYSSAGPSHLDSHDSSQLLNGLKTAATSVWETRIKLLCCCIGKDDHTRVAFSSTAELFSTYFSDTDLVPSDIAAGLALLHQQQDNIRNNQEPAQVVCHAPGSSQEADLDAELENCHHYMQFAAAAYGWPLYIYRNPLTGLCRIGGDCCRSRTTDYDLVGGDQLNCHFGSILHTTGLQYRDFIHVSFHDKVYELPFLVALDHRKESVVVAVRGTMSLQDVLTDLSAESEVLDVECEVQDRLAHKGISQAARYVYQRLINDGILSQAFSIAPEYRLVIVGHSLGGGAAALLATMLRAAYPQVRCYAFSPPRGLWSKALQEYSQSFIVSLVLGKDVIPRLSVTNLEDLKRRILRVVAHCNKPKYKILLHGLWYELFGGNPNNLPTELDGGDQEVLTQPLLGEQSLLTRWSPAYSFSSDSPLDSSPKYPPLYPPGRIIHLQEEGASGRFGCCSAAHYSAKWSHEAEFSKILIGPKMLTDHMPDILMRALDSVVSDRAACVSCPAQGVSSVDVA
# RTF Ca sens inh: cardiac RTF calcium sensitivity inhibitors, primary screen, biochemical, IANBD-TnC fluorescence, EC70 calcium; IANBD-labeled cardiac RTF, Ca2+ fluorescence; Troponin I, cardiac muscle (Homo sapiens) + Troponin T, cardiac muscle (Homo sapiens) + …; 340,000 tested, 0.12% active; inhibition, % at 7.15 µM;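 active = inhibition above the mean inhibition of all tested compounds plus 3 SD, cut at about 17% in these data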;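 also: assay run at fixed EC70 calcium of 1.6 mM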
# Keap1-Nrf2 PPI: Keap1-Nrf2 protein-protein interaction inhibitors, primary screen, biochemical, fluorescence polarization, single point. inhibition, % at 9.4 µM. Keap1 Kelch-Nrf2 peptide fluorescence polarization, 1536-well. AID 504523, 2011. 340,000 tested, 0.15% active. Kelch-like ECH-associated protein 1 (Homo sapiens), Q14145; in the data active = inhibition above about 12%;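 also: human Keap1 Kelch domain with fluorescein labeled Nrf2 9mer peptide probe; 0% = neutral control wells and 100% = peptide positive control; higher means more block of Keap1 binding to Nrf2 peptide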
# SR-BI DiI-HDL act: activators of SR-BI mediated DiI-HDL uptake, primary screen, ldlA[mSR-BI] CHO cells, DiI fluorescence | 3 h; 100 = double the neutral-control signal | activation, % at 12.5 µM | 320,000 tested, 0.096% active | AID 504775, 2011;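 active = mean replicate activation of at least 60% and every replicate at or above 60%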;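 also: 0% = median plate neutral-control signal and 100% = twice that signal; values of inactives mirror those of a sister screen read the other way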
#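 Test system: SR-BI-overexpressing, LDLR-lacking CHO cells; Also added: labelled HDL, 10 µg/mL; Measured by: bottom-read cell fluorescence after medium removal, ex 550/em 595 nm; Timing: 3 h uptake period with compound, 37 °C; Buffer or medium: F12, 0.5% BSA, 25 mM HEPES; Doses: single compound concentration, delivered by pin transfer.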
# The depositor's hits bear a star; · = no result given.
SMILES,PKA-R2B activ,Arrestin-AP2 inh,NSD2 HMT inh,PvdQ inh,SR-BI HDL uptake,C-LANA FP,DAGLB inh,RTF Ca sens inh,Keap1-Nrf2 PPI,SR-BI DiI-HDL act
COc1cc(C(=O)Nc2ccc(C(=O)NCC3CCCO3)cc2)cc(OC)c1OC (configuration not stated),-8,13,15,-10,-8,3.1,0,-13,-1,8
CCOC(=O)C1CCCCN1Cc1ccc(-c2ccccc2)cc1 (configuration not stated),-6,-1,-6,-9,11,1.1,-12,-3,-1,-11
COc1ccccc1C=NNc1nc(C)cc(=O)[nH]1,0,30,3,11,4,-0.6,-1,-1,-2,-4
O=C(O)C[C@H]1c2cc(F)ccc2S(=O)(=O)N1Cc1ccccc1,-2,35,·,6,-10,0.0,-1,-2,1,10
O=C(NCc1ccco1)c1cccc2c1C(=O)N(C1CCCCC1)C2,-9,-8,-1,-24,-7,-0.1,-3,-9,-4,7
O=S(=O)(Cc1ccccc1)N1CCNCC1,-2,11,-1,7,·,-0.5,-2,-3,-2,·
COC(=O)c1ccc(NC(=O)C(=O)NCC2CCCO2)cc1 (configuration not stated),-11,4,-1,-18,4,0.8,0,-1,0,-4
Clc1cccc(-c2nc3nc4ccccc4nc3n2Cc2ccccc2)c1,-3,0,-4,-13,-11,1.7,-1,3,-6,11
CC1=CC(C)C2C(=O)N(CCCN(C)C)C(=O)C2C1 (configuration not stated),-16,0,2,-19,9,-1.1,1,-1,0,-9
CCC(CC)C(=O)Nc1nnc(SCC(=O)NC2CC2)s1,3,12,4,3,-24,0.6,0,11,-4,24
C[C@@H]1CN(c2c(F)c(F)c3c(=O)c(C(=O)O)cn(C4CC4)c3c2F)C[C@H](C)N1,3,11,6,-4,-24,5.5,1,-17,5,24
COc1cc(CO)cc(Br)c1OCc1cccnc1,-5,5,-4,9,7,-0.2,2,11,5,-7
CC(C)Oc1ccc(CSc2nnc3n(C)c(=O)c4c5c(sc4n23)CCCC5)cc1,-4,7,0,13,-19,1.0,0,-8,-2,19
CCOC(=O)C(C)Sc1ccc2nnc(CCNS(=O)(=O)c3ccc(C)cc3)n2n1 (configuration not stated),-8,-7,-2,-1,-20,-1.7,1,1,-3,20
CCc1nnc(NS(=O)(=O)c2ccc(NC(=O)c3ccccc3O)cc2)s1,10,6,-3,-16,-15,-0.7,4,-4,-2,15
CCC1CCCCN1C(=O)CSc1nc(N)c(NC(=O)c2ccc(OC)c(OC)c2)c(=O)[nH]1 (configuration not stated),-3,-2,·,-4,-45,-2.4,-1,0,0,45
S=C(NCc1ccccc1)N1CCCCC1,2,1,-1,11,-9,-1.0,-5,-3,-4,9
O=C(CSc1nc2ccccc2[nH]1)Nc1nc(-c2cccc(Br)c2)cs1,-11,0,-1,-4,-18,0.4,1,-5,4,18
CCc1ccc(S(=O)(=O)c2n[nH]n3c2nc(=O)c2ccccc23)cc1,2,-7,0,-13,-9,0.4,10,-11,0,9
CC(C)(C)c1[nH]nc2c1C(c1ccc(OC(=O)c3ccco3)cc1)C(C#N)=C(N)O2 (configuration not stated),-7,-4,3,-9,39,1.7,0,-2,2,-39
CCOC(=O)CCC(NC(=O)CCCCCCCCC(=O)NC(CCC(=O)OCC)C(=O)OCC)C(=O)OCC (configuration not stated),-5,10,6,-5,-19,-1.6,1,-6,-4,19
Cc1c(N=Cc2cc3c(cc2[N+](=O)[O-])OCO3)cccc1[N+](=O)[O-],-8,-3,-4,-4,12,3.8,6,-3,1,-12
Cc1cccc(NS(=O)(=O)c2c(C)[nH]c(C)c2C(=O)N2CCCC2)c1,-3,22,0,2,-20,0.4,2,-11,3,20
COc1ccc(C(=O)NCCS(=O)(=O)N2CCc3ccccc3C2)cc1OC,6,-3,-2,-17,-7,2.3,1,-24,0,7
O=S(=O)(Nc1cc(S(=O)(=O)N2CCOCC2)ccc1NCC1CCCO1)c1ccccc1 (configuration not stated),6,4,-2,0,-14,-0.6,-2,-4,2,·
COC(=O)c1ccc(COc2ccc3c(c2)CCC3)o1,-22,18,-4,8,-21,-0.6,-13,-6,-3,21
Cc1nnc(NC(=O)c2ccc3ccccc3n2)s1,-9,4,49,-11,4,0.0,-2,-1,2,-4
Cc1ccc(S(=O)(=O)NCc2ccc(/C=C(/C#N)C(=O)NCc3ccccc3)o2)cc1,-5,0,2,-15,-16,0.8,-1,5,-1,16
O=c1[nH]c(C2CCCN(S(=O)(=O)c3cccc(F)c3)C2)nc2c1nnn2Cc1ccccc1 (configuration not stated),2,-3,-1,-14,-2,-1.1,4,-3,2,2
CC(=O)Nc1ccc(S(=O)(=O)N(Cc2ccccc2)c2ccccn2)cc1,-3,-5,0,-9,7,5.2,2,-7,2,-7
Cc1cc(C)n(/C(=C/N(C)C)C(=O)c2ccccc2)n1,8,-7,3,-12,-22,-3.3,-1,-5,-6,22
C[C@@H]1O[C@@H]1P(=O)(O)O,-12,9,·,5,-9,1.7,2,2,-6,9
Cc1ccc(C(=O)N/N=C/c2ccoc2)cc1C,1,16,0,3,28,2.2,1,-18,0,-28
N#Cc1cc[n+](CC(=O)c2ccc(NC(=O)c3ccccc3)cc2)cc1,-4,0,2,-17,·,0.5,3,-7,-2,·
Cc1cnc(CNC(=O)C2CCC(=O)N(CCc3ccc(Cl)cc3)C2)cn1 (configuration not stated),-6,-14,-3,4,0,0.4,-4,-1,-4,0
O=C1CC(N2CCOCC2)C(=O)N1c1ccc2c(c1)OCO2 (configuration not stated),-4,0,3,-15,·,0.2,0,-11,-1,·

# Whole records from above:
# C[C@@H]1O[C@@H]1P(=O)(O)O across the screens: PKA-R2B activ: -12; Arrestin-AP2 inh: 9; NSD2 HMT inh: ·; PvdQ inh: 5; SR-BI HDL uptake: -9; C-LANA FP: 1.7; DAGLB inh: 2; RTF Ca sens inh: 2; Keap1-Nrf2 PPI: -6; SR-BI DiI-HDL act: 9
# COC(=O)c1ccc(COc2ccc3c(c2)CCC3)o1 across the screens: PKA-R2B activ: -22; Arrestin-AP2 inh: 18; NSD2 HMT inh: -4; PvdQ inh: 8; SR-BI HDL uptake: -21; C-LANA FP: -0.6; DAGLB inh: -13; RTF Ca sens inh: -6; Keap1-Nrf2 PPI: -3; SR-BI DiI-HDL act: 21

# Next part.
SMILES,PKA-R2B activ,Arrestin-AP2 inh,NSD2 HMT inh,PvdQ inh,SR-BI HDL uptake,C-LANA FP,DAGLB inh,RTF Ca sens inh,Keap1-Nrf2 PPI,SR-BI DiI-HDL act
Nc1nc2c(Cl)cc(Cl)cc2s1,-6,0,-1,-4,-9,2.1,-1,0,1,9
CNC(=S)N/N=C/c1ccc(-c2ccc(C(=O)O)cc2)o1,-10,2,·,-4,-19,1.9,0,-14,-7,19
O=C(NC1CC2CCC1C2)c1ccc(CN2CCOCC2)cc1 (configuration not stated),-3,1,-3,-18,-8,1.2,-3,-3,-5,8
CCOC(=O)C1CCCN(C(=O)c2ccc(OC(C)=O)cc2)C1 (configuration not stated),2,2,93*,-12,-37,-0.4,-2,3,-3,37
Cc1c(Cl)cnc(NC(=O)COC(=O)CCc2nc3ccccc3s2)c1Cl,-4,-9,-1,-11,-10,-3.3,-1,6,-6,10
CC(=O)c1ccc(Oc2cc(C)nc(N3CCOCC3)n2)cc1,-7,1,-2,-3,9,2.0,0,-9,-2,-9
COCCN1Cc2cccc(C(=O)Nc3ccc(C)c(C)c3)c2C1=O,-6,27,-3,-1,16,1.4,0,-7,2,-16
O=S1(=O)C=C(N2CCOCC2)c2ccccc21,-2,-2,1,-9,-2,0.2,0,-8,-4,2
N/C(=N\OC(=O)CN1C(=O)c2ccccc2C1=O)c1ccc(Br)cc1,-12,1,-2,-10,-20,-1.6,-2,-3,0,20
N/C(=N\OC(=O)C(c1ccccc1)c1ccccc1)c1cccnc1,-2,-5,-3,-21,0,-0.4,-9,2,1,0
CC(=O)c1cccc(OC(=O)c2ccccc2)c1,5,2,0,-14,-12,0.3,-5,-8,-2,12
O=C(O)CSc1nnc(-c2cccnc2)n1Cc1ccccc1,-6,50,-1,16,20,-1.1,1,-3,-1,-20
COc1ccccc1CNC(=O)C(=O)NCC1OCCN1S(=O)(=O)c1ccccc1 (configuration not stated),1,-9,8,-5,6,-1.4,-3,-9,0,-6
COc1cccc(CC(=O)Nc2cc(S(=O)(=O)N3CCCCC3)ccc2C)c1,2,-16,-3,-12,-21,0.2,-2,-4,-2,21
CC(C)(C)OC(=O)NCc1ccc(CNC(=O)c2nc[nH]c2C(=O)N2CCN(c3ccccc3)CC2)cc1,-6,29,·,4,5,-0.3,1,-6,-3,4
Cc1ccsc1CN(C)CC(=O)NCC(=O)Nc1ccc(F)cc1,0,-4,-1,-20,10,2.3,-1,-3,3,-10
FC(F)(F)c1ccc(/C=N/n2c(C3CCCCC3)n[nH]c2=S)cc1,-9,33,0,1,23,0.1,-11,-2,-1,-23
O=C1c2cccc3c([N+](=O)[O-])ccc(c23)C(=O)N1CC1CCCO1 (configuration not stated),-11,18,4,4,-2,-0.7,-1,-6,-6,2
Cc1nn(Cc2ccc(Cl)cc2)c2sc(C(=O)O)cc12,·,6,0,-5,-5,-0.2,·,·,5,5
CCOCCCNC(=O)C1CCN(C(=O)N(C)C)CC1,-8,-2,0,0,-33,0.3,0,-2,-4,33
CN(C)c1ccc(NC(=O)C(=O)C2C(=O)Nc3ccccc32)cc1 (configuration not stated),-5,17,1,7,·,1.0,1,-7,-3,·
CC(C)CCCN1C(N(C)C)=NC[C@@H]1Cc1ccccc1,-8,4,·,-15,2,-0.2,1,-10,-3,-2
O=C(O)c1ccc2ncsc2c1,1,-9,-9,-20,-9,-8.1,5,-1,-6,9
CCn1c(SCC(=O)NNC(=O)Cc2ccccc2)nnc1-c1ccncc1,-6,5,0,-10,-28,-1.1,0,-9,-3,28
COc1cc(NC(=O)COc2ccc(Cl)cc2)ccc1-c1cc2ccccc2oc1=O,-7,0,1,-9,53,-1.4,-4,-1,-5,-53
CCN(CC(=O)Nc1cccc(OC)c1)CC(=O)Nc1ccc(Br)c(C)c1,4,13,-2,-17,11,-1.2,-9,-4,-3,-11
